# AT treatment = potential ataxia-telangiectasia treatment | 320,000 tested, 0.19% active | AID 485349 | Potency, µM (series often up to 57.5 µM), inactives show at the top dose activation, most hits filed as activators | […] A-T fibroblasts, KAP-1 phosphorylation AlphaLISA; neocarzinostatin DNA damage 30 min before lysis; also: potency is read from the fitted curve at half-maximal effect; % of control where 0% means no effect; nearly all actives have a fitted effect of over 45% in size
#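 hTERT-immortalized A-T patient fibroblasts ([…]), 500 cells/well in OPTI-MEM, 1% FBS, got compounds for 60 min, then NCS for 30 min at 37C. Lysates were then assayed for phospho-KAP-1 by AlphaLISA (anti-pKAP1 donor, anti-KAP1 acceptor beads), 6 hr at 25C.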
# MBNL1-CUG inh = MBNL1-poly(CUG) RNA binding inhibition. Q9NR56. TR-FRET MBNL1-His/biotin-(CUG)12 binding, 665/545 ratio. Potency, µM (top dose mostly 57.5 µM), for the others: top-dose activity change, negative = inhibition, hits mostly inhibitors. 280,000 tested, 0.036% active. AID 2675; active = well fitted inhibition curve with a large enough effect in the signal ratio, with a control signal flat, not every such curve was filed as active; inconclusive = small, poorly fitted or top-dose-only effect, or effect the other way, or a change in a side signal; inactive = no such curve, though single readings can be large or run the other way; the % refers to the signal ratio; also: potency is read from the fitted curve at half-maximal effect; % is scaled to controls: 0 for no effect and ±100 for the full control effect
#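 TR-FRET readout: Ex 340 nm, 665/545 nm emission ratio, normalized to buffer-only (basal) and MBNL1-(CUG)12 controls. Complex of MBNL1-His with Biotin-(CUG)12, compounds 92 nM–58 uM, incubated 60 min at room temperature.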
# KCNH2 WT inh = blocks the wildtype human KCNH2 potassium channel. Q12809. U2OS, BacMam KCNH2, thallium flux FluxOr; hits give low values. activity change, % at 1.84 µM. 340,000 tested, 0.37% active;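 active = maximum activity change below -70%; inconclusive = maximum activity change between -70% and -50%; inactive = maximum activity change above -50%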; also: % is scaled to controls: 0 for no effect and ±100 for the full control effect
#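 U2OS cells transduced with wild-type KCNH2 virus are loaded with FluxOr dye for 45 min, and thallium flux is measured in kinetic reads before and after stimulation buffer. Rate constants are normalized to DMSO controls.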
# S-ASM inh = human S-ASM enzyme inhibition; P17405; Potency, µM (titrated, usually from 57.5 µM), for the others: top-dose activity change, negative = inhibition, actives largely listed as inhibitors; placental ASM, HMU-PC fluorogenic substrate, 60 min; 340,000 tested, 0.006% active; also: potency is read from the fitted curve at half-maximal effect
# Target sequence (P17405 47-631 limits assumed): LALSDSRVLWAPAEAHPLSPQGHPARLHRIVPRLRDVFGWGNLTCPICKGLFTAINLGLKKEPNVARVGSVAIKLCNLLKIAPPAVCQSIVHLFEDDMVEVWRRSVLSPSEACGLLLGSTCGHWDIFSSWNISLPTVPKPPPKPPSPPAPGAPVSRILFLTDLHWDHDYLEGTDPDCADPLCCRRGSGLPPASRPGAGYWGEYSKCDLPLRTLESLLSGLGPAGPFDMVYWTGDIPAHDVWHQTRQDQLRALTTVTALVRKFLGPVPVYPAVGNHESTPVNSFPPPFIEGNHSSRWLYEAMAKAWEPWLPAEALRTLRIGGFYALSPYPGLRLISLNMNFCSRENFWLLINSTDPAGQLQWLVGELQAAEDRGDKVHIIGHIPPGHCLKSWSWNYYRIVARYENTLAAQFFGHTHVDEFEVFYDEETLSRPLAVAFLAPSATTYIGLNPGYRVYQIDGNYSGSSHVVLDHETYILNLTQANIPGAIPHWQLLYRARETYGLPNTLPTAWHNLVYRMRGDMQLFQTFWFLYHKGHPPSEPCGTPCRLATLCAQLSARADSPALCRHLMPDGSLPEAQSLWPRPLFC
#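 HMU-PC0 cleavage (9 uM final) by human placental ASM, 60 min at 37 °C following 10 min compound exposure at RT; stopped at pH 10, fluorescence Ex 386/Em 447 nm.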
# GALK inhibitor = inhibitors of human galactokinase; P51570; Purified GALK, Kinase-Glo residual ATP luminescence; Potency, µM (highest dose often 57.5 µM), inactives show top-dose activity change, negative = inhibition, actives largely listed as inhibitors; 270,000 tested, 0.007% active; also: potency is read from the fitted curve at half-maximal effect; % is scaled to controls: 0 for no effect and ±100 for the full control effect
# Target sequence (P51570 whole entry, looked up): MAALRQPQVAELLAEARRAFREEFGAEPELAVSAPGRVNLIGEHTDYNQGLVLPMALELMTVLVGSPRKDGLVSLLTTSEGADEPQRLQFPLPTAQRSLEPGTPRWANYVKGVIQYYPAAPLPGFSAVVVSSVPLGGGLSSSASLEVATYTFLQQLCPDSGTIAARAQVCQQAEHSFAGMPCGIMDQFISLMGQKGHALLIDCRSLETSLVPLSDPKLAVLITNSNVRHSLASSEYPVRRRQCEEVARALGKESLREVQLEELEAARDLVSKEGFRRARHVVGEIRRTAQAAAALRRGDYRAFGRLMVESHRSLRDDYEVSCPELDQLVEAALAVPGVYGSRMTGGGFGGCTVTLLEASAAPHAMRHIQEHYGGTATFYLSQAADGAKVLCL
#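 5 nM enzyme, 35 uM ATP, 100 uM galactose, 20 mM HEPES pH8.0, 5 mM MgCl2; 1 h RT; residual ATP by Kinase-Glo Plus luminescence, qHTS format.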
# MLL CXXC-DNA inh = blocks binding of human MLL CXXC domain to DNA | Potency, µM (doses to about 115 µM), for inactives: top-dose activity change, negative = inhibition, hits mostly inhibitors | Q03164 | 290,000 tested, 0.037% active | MLL-CXXC / FITC-HOXA9 DNA fluorescence polarization; active = well fitted inhibition curve with a large enough effect in the polarisation, with a control signal flat, not every such curve was filed as active; inconclusive = small, poorly fitted or top-dose-only effect, or effect the other way, or a change in a side signal; inactive = no such curve, though single readings can be large or run the other way; the % refers to the polarisation; also: potency is read from the fitted curve at half-maximal effect
#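 Steps: dispense CXXC domain solution (7 uM) → pin compounds or unlabeled HOX-A9 DNA control → 5 min ambient → add FLSN-HOX-A9 solution (50 nM) → spin → 30 min ambient → fluorescence polarization. Tris pH 7.5/NaCl/DTT/BSA buffer.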
# Integrin act MD = activates integrin-mediated alleviation for muscular dystrophy. alpha7betagal myoblasts, beta-gal FDG fluorescence, 48 h. Potency, µM (titrated, usually from 38.3 µM), for the others: at the highest dose activation, most hits filed as activators. 350,000 tested, 0.064% active. AID 624291;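 also: potency is read from the fitted curve at half-maximal effect; 100% = response of the positive control SU9516; nearly all actives have a fitted effect of over 60% in size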
#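 Alpha7betagal+/- myoblasts (passage 13) were plated 16-24 hr, then exposed to compounds (1:260 dilution of DMSO stock) for 48 hours at 37C. After MPER lysis, β-galactosidase reporter activity was read as FDG fluorescence (ex 480/em 540) after 30 minutes.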
# FBPA coupling cs = counter-screen for Giardia aldolase inhibitors: coupling enzyme system; coupling enzyme system counterscreen, AmpLite Red fluorescence; activity change, negative = inhibition, % at 58.2 µM, hits read low; 290,000 tested, 0.67% active; AID 2472; in the data active = activity change below about -30%; also: % is scaled to controls: 0 for no effect and ±100 for the full control effect
#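 Counterscreen lacking aldolase: glyceraldehyde-3-phosphate coupling-enzyme reagent preincubated 10 min at RT with compound (at 57.5 uM final), then substrate/coupling system with AmpLite Red added; fluorescence read at 525/598 nm after 20 min RT.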
# KCNH2 3.1 block = inhibitors of human KCNH2 3.1 potassium channel isoform. AID 720553. activity change, % (tested at about 1.8 µM). U2OS KCNH2 3.1, thallium flux FluxOr; hits give low values. 340,000 tested, 0.95% active;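 active = maximum activity change below -70%; inconclusive = maximum activity change from -70% to -50%; inactive = maximum activity change above -50%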;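 also: thallium influx rate constant from kinetic fluorescence after stimulation buffer; % is scaled to controls: 0 for no effect and ±100 for the full control effect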
#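 Thallium flux via FluxOr fluorescence (Red40 quencher, 45 min loading) in U2OS cells virally expressing the KCNH2 3.1 isoform (1.77 x 10^8 /mL virus, overnight at 37 C). Rate constants from 2-min kinetic reads post-stimulation, normalised to positive and negative controls.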
# TRPV1 agonist = human TRPV1 agonism. Q8NER1. TRPV1-expressing cells, Fluo-8 calcium influx, agonist mode. activation, % at 8.33 µM. 320,000 tested, 0.19% active. AID 540275; in the data active = activation above about 80%; inconclusive = between about 30% and that limit; also: 0% is about no effect
#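 TRPV1-expressing cells were cultured overnight at 35.5C and loaded with Fluo-8 calcium dye for 40 to 90 min at room temperature. After a 10 s baseline, compound was added and calcium influx was read kinetically for 3 min (ex 480/em 520 nm).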
# Numbers without * were called inactive; i = inactive; ? = inconclusive; . = no result given; [ ] = dose if it differs, or a comment. Unless noted, calls follow the shape of the dose curve; as a rule, active = well fitted curve in the direction sought with a large enough effect; inconclusive = small, poorly fitted or top-dose-only effect, or another doubt; inactive = no such curve, though single readings can be large; an effect the other way counts as inactive or inconclusive.
SMILES,AT treatment,MBNL1-CUG inh,KCNH2 WT inh,S-ASM inh,GALK inhibitor,MLL CXXC-DNA inh,Integrin act MD,FBPA coupling cs,KCNH2 3.1 block,TRPV1 agonist
c1ccc(-c2ccc(C3=Nn4c(nnc4-c4cc(-c5ccccc5)n[nH]4)SC3)cc2)cc1,-1%,0%,13,?,3%,-16%,-63%[inhibitor],3,18,-3
CCc1cc(-c2nnc(SCC(=O)NC3CC3)n2C)cs1,28%,-4%,-5,3%,-5%,-7%,12%,.,-26,0
Cn1c(=O)c2c(-c3ccccc3)n(Cc3ccccn3)cc2n(C)c1=O,-1%,-2%,-7,25%,1%,-2%,5%,1,0,2
CCOC(=O)N1CCN(c2cc(N3CCN(CC)CC3)c(F)cc2[N+](=O)[O-])CC1C (configuration not stated),2%,?,-1,-18%,-1%,10%,-44%,3,3,0
CCCC1CC(C(=O)Nc2ccccc2)C(=O)O1 (configuration not stated),.,.,1,1%,.,.,7%,.,6,.
CCc1ccc(NC(=O)C(C)n2nc(C)c([N+](=O)[O-])c2C)cc1 (configuration not stated),0%,-1%,-3,-2%,-8%,-12%,2%,0,1,12
CS(=O)(=O)N1CCN(C(=O)CCc2ccccc2)CC1,8%,0%,1,-3%,-3%,3%,-6%,-2,2,4
CC1(NC(=O)CN2CCN(c3cnn(-c4ccccc4)c(=O)c3Cl)CC2)CCS(=O)(=O)C1 (configuration not stated),-3%,.,0,4%,.,.,13%,.,-4,-5
O=C(NCCc1c[nH]c2ccccc12)C(=O)NCC1CCCO1 (configuration not stated),-1%,-9%,-28,-1%,9%,4%,-25%,4,12,0
CSc1nc(N)nc(SCC(=O)Nc2ccc(Cl)cc2)c1C#N,25%,-11%,-28,-21%,-3%,23%,0%,3,5,-2
CC1=C([N+](=O)[O-])C(c2ccccc2)NC(=O)N1 (configuration not stated),5%,?,-2,-3%,1%,0%,-5%,2,0,0
Cc1nn(Cc2ccccc2Cl)c(C)c1NC(=O)CCCn1nc([N+](=O)[O-])c(Cl)c1C,11%,65%[activator],8,.,0%,5%,-12%,1,2,4
CCc1cc(C(=O)O)c(NC(=O)C(c2ccccc2)c2ccccc2)s1,0%,-3%,7,-2%,1%,-16%,29%,1,-1,-1
Cc1cccc(Cn2c(C)nc3c(N)c(C)c(C)cc32)c1,2%,-7%,-4,-4%,-1%,2%,-9%,-4,-9,19
Nc1[nH]nc2ncc3cc4ccccc4nc3c12,-1%,?,3,-2%,0%,-2%,-4%,-10,-3,-3

# Taken from above, 2 compounds:
SMILES,AT treatment,MBNL1-CUG inh,KCNH2 WT inh,S-ASM inh,GALK inhibitor,MLL CXXC-DNA inh,Integrin act MD,FBPA coupling cs,KCNH2 3.1 block,TRPV1 agonist
Cc1cccc(Cn2c(C)nc3c(N)c(C)c(C)cc32)c1,2%,-7%,-4,-4%,-1%,2%,-9%,-4,-9,19
Nc1[nH]nc2ncc3cc4ccccc4nc3c12,-1%,?,3,-2%,0%,-2%,-4%,-10,-3,-3

# The list goes on.
SMILES,AT treatment,MBNL1-CUG inh,KCNH2 WT inh,S-ASM inh,GALK inhibitor,MLL CXXC-DNA inh,Integrin act MD,FBPA coupling cs,KCNH2 3.1 block,TRPV1 agonist
C=CCN(c1ccccc1)S(=O)(=O)c1cccc(C(=O)Oc2ccc3c(C)cc(=O)oc3c2)c1,-1%,2%,0,i,1%,-6%,7%,2,0,-3
O=C(NCc1ccccc1)N1CCN(CCO)CC1,.,.,2,3%,.,.,12%,.,-24,.
CC(C)(C)n1nnnc1C(c1cccc(C#N)c1)N1CCCc2ccccc21 (configuration not stated),-2%,1%,0,-3%,2%,-5%,11%,-1,4,20
CON/C=C(\C=Nc1ccccc1)c1ncc(C(F)(F)F)cc1Cl,-5%,-10%,-3,-10%,0%,-6%,4%,-2,-8,1
COc1ccccc1CNC(=O)CN1C(=O)C(C)N(c2ccc(C)cc2)C1=O (configuration not stated),-1%,-8%,-2,0%,-1%,-5%,-27%,1,4,10
CCN1C(=O)[C@H]2[C@@H](c3ccc(OC)cc3)N3C(=O)CN(CCOC)C(=O)[C@@]3(C)[C@H]2C1=O,-3%,-2%,-11,6%,.,-2%,12%,-1,5,-2
Cc1cccc(C)c1OCc1cc(C(=O)N(C)Cc2nc3ccccc3[nH]2)no1,5%,-4%,5,-4%,-7%,-4%,-26%,0,7,24
CC(c1ccc2c(c1)OCO2)n1c(=S)[nH]c2ccccc2c1=O (configuration not stated),7%,.,-9,-1%,.,.,31%,.,-11,19
O=C(COc1ccc([N+](=O)[O-])cc1)N/N=C/c1cc([N+](=O)[O-])ccc1N1CCOCC1,-7%,?,11,-13%,-3%,-4%,-14%,0,-15,-6
O=C1C(=O)N(Cc2cccnc2)C(c2ccccn2)/C1=C(/O)c1ccccc1 (configuration not stated),10%,-4%,-23,-1%,3%,13%,0%,1,3,-3
C(=N\Nc1nc(-c2ccccn2)nc2ccccc12)/c1ccccc1,20%,.,.,.,0%,0%,.,-1,.,9
COc1ccc(CN(CC(=O)NCc2ccc(F)cc2)C(=O)CCC(=O)Nc2cc(C)ccn2)cc1,0%,-6%,18,4%,1%,3%,-29%,2,-5,0
CC(C)C[C@H](NC(=O)c1[nH]cnc1C(=O)Nc1ccccc1)C(=O)OC(C)(C)C,32µM*,-4%,5,-12%,-2%,-2%,-43%,-13,-8,?
CCC(C)n1c(=N)c(C#N)cc2c(=O)n3cc(C)ccc3nc21 (configuration not stated),3%,14%,3,4%,-1%,?,?,1,13,-8
CC(=O)c1ccc(N2CCN(CC(O)COC(c3ccccc3)c3ccccc3)CC2)cc1 (configuration not stated),2%,-10%,5,1%,5%,14%,7%,2,-14,-5
Cc1cc2cc(C)c(NCCNC(=O)c3cccc(F)c3)nc2cc1C,13%,2%,20,-12%,1%,2%,-1%,5,-2,14
CC(=O)C1=C(c2ccccc2)NC(=O)NC1c1cccs1 (configuration not stated),3%,-5%,-10,-1%,2%,-1%,15%,-2,4,4
COc1cc(/C=N/OCC(=O)Nc2cc(C)cc(C)c2)ccc1OCc1ccc(Cl)cc1,2%,.,0,0%,-1%,18%,3%,-3,-1,-1
CC1CCCC(C)N1C(=O)COC(=O)c1ccc2ccccc2n1 (configuration not stated),18%,.,-3,5%,.,.,19%,.,-40,.
O=C(Nc1ccc(C(=O)O)cc1)/C(=C\c1ccco1)NC(=O)c1ccccc1Cl,-3%,?,5,2%,14%,-4%,7%,0,23,-2
Cc1ccc(S(=O)(=O)N2CCN(C(=O)COC(=O)c3oc4ccccc4c3C)CC2)cc1,1%,.,-2,-6%,.,.,-2%,.,-21,0
O=C(COC(=O)CCc1ccccc1)Nc1cc(S(=O)(=O)N2CCOCC2)ccc1N1CCCC1,2%,-3%,3,-5%,9%,7%,-10%,0,-7,0
CCOC(=O)CCc1nc2ccccc2[nH]1,9%,-12%,19,4%,1%,9%,-18%,1,6,.
CC[C@@]12C(=O)N(c3cccc(Cl)c3)C(=O)N1[C@H](c1cccc(C)c1)[C@@H]1C(=O)N(Cc3ccccc3)C(=O)[C@@H]12,1%,.,4,0%,.,.,13%,.,2,4
Cc1ccc(SCCC(=O)N2CCN(S(=O)(=O)c3ccccc3)CC2)cc1,-3%,.,3,-3%,.,.,?,.,-23,?
COCC(=O)Nc1nc2ccc(S(C)(=O)=O)cc2s1,.,1%,1,1%,0%,-4%,4%,1,-3,3
COc1ccc(CNC(=O)Nc2cc(C)ccc2C)cc1,1%,-4%,-3,0%,2%,-2%,-1%,4,4,2
Cc1cc2oc(=O)cc(Cn3ccnc3)c2cc1Cl,-4%,0%,3,10%,-1%,5%,14%,0,19,-2
O=S(=O)(/C=C/c1ccccc1)NCc1ccccc1Cl,4%,.,-3,1%,-4%,9%,?,-2,9,13
COc1ccccc1C(=O)Nc1ccnn1C1CCN(C(C)CSC)CC1 (configuration not stated),10%,1%,42,2%,3%,-9%,45%,0,-3,-1
COc1cc(OC)cc(-c2c(-c3ccc(F)cc3)c3cc(-c4cnc(OC)nc4)ccc3n2C)c1,6%,.,-7,-6%,.,.,-7%,.,12,2
CCOC(=O)c1ccc(N2C(=O)C3C(/C=C/c4ccccc4)OC4(C(=O)c5ccccc5C4=O)C3C2=O)cc1 (configuration not stated),3%,-4%,-4,-2%,4%,-4%,-28%,-1,2,-2
Cc1cc(C)nc(-n2ncc3c2CC(c2ccccc2)CC3=O)n1 (configuration not stated),-2%,.,3,-2%,2%,-2%,-37%,-1,-3,15
CCOC(=O)N1CCN(CCC(=O)Nc2ccc(OC)cc2)CC1,-1%,5%,-4,-1%,0%,5%,7%,4,-10,1

# From PubChem BioAssay
